# Gli-Sufu block: Gli-Sufu pathway antagonists, primary screen, luciferase luminescence, Sufu-KO-LIGHT cells, uHTS. Sufu-KO-LIGHT fibroblasts, Gli luciferase reporter luminescence. inhibition, % at 5 µM. 340,000 compounds, 0.74% hits. AID 588413, 2011;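 active means inhibition above about 55%, limit read from the data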;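 further: 0% = DMSO-treated cells and 100% = wells with medium but no cells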
# APJ agonist: agonists of human apelin receptor APJ, primary screen, CHO-K1 cells, PathHunter beta-arrestin, luminescence. 330,000 compounds, 0.11% hits. 0% DMSO wells, 100% apelin. P35414. activation, % at 20 µM. AID 2520, 2010;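 active means activation more than six SD over the plate average, tested at 20 µM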;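 further: 0% = DMSO alone and 100% = apelin-13 at 10 nM; some results filed as inactive read as strong as hits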
#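 Incubation: overnight seeding, 90 min compound at 25 °C, 1 h detection; test system: PathHunter CHO-K1 APJ (AGTRL-1) beta-arrestin reporter cells; amount: 1000 cells/well; doses: one dose, 20 µM compound, 1% DMSO; measured by: beta-gal luminescence; measure: agonist-driven arrestin binding to APJ; benchmarks: negative DMSO alone, positive Apelin-13 at 10 nM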
# CCR6 antagonist: CCR6 receptor antagonists, primary screen, cell-based, CHO-K1, luminescence, beta-arrestin, uHTS | C-C chemokine receptor type 6 (Homo sapiens), P51684 | CHO-K1 CCR6 PathHunter beta-arrestin, CCL20-stimulated | inhibition, % at 20 µM | 340,000 compounds, 0.49% hits | AID 493098, 2011;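 active means compounds whose inhibition of the agonist-driven luminescence signal at 20 µM reaches about 50%, limit read from the data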;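 further: cells stimulated with CCL20 at 14 nM final; plate controls were DMSO with CCL20 for no effect and DMSO without agonist for full effect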
# CXCR6 block: CXCR6 receptor inhibitors, primary screen, cell-based, beta-arrestin, luminescence, CHO-K1 PathHunter, 1536-well; C-X-C chemokine receptor type 6 (Homo sapiens), O00574; inhibition, % at 20 µM; 360,000 compounds, 0.36% hits; AID 602244, 2012; in the data active means inhibition above about 34%, passing the limit was not always enough;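 further: antagonist mode with CXCL16 agonist at 10 nM final; 0% = 10 nM CXCL16 with DMSO and 100% = unstimulated wells without agonist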
# Target sequence (O00574 whole entry, looked up): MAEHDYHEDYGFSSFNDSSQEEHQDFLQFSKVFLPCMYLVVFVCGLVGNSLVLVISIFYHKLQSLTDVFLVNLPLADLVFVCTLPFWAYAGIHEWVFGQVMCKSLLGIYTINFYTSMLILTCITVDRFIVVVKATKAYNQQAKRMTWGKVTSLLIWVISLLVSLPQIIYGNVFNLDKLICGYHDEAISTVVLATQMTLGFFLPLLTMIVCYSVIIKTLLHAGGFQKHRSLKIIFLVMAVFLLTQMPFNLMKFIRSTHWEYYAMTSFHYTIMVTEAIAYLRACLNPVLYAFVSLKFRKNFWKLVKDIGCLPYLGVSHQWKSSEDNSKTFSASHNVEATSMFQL
# ATG4B inh: ATG4B protease inhibitors, primary screen, biochemical, fluorescence, uHTS; Cysteine protease ATG4B (Homo sapiens), Q9Y4P1; ATG4B cleavage of LC3-PLA2, NBD-HPC fluorescence, 1 h; 340,000 compounds, 0.51% hits; inhibition, % at 8.33 µM; in the data active means inhibition above about 40%
# UBC13 polyUb: UBC13 polyubiquitin chain formation inhibitors, primary screen, biochemical, TR-FRET, uHTS; 330,000 compounds, 0.47% hits; Ubiquitin-conjugating enzyme E2 N (Homo sapiens), P61088; inhibition, % at 20 µM; AID 485273, 2010; in the data active means inhibition above about 45%, passing the limit was not always enough
# Target sequence (P61088 whole entry, looked up): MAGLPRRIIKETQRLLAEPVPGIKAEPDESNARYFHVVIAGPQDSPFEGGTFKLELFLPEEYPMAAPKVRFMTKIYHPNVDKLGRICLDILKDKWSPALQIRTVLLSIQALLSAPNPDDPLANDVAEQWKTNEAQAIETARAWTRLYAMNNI
# APJ antagonist: antagonists of human apelin receptor APJ, primary screen, CHO-K1 cells, beta-arrestin complementation, luminescence | P35414 | inhibition, % at 20 µM | 330,000 compounds, 0.32% hits;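 active means inhibition above about 40% at 20 µM, limit read from the data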;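 further: cells challenged with 10 nM apelin-13 agonist together with compound; plate controls were apelin-13 plus DMSO wells for no effect and DMSO wells lacking apelin-13 for full effect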
# EBI2 antag: EBI2 receptor antagonists, beta-arrestin recruitment, primary screen, cell-based, luminescence, 7a,25-OHC stimulation, uHTS; inhibition, % at 5 µM; AID 651636, 2012; G-protein coupled receptor 183 (Homo sapiens), P32249; 7a,25-OHC stimulated; 360,000 compounds, 0.81% hits; in the data active means inhibition above about 38%;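 further: enzyme fragment complementation signal reports receptor beta-arrestin coupling in cells; 0% = agonist plus DMSO wells and 100% = wells without agonist; some results beyond the cut were filed as inactive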
# Target sequence (P32249 whole entry, looked up, the tested form may be a part): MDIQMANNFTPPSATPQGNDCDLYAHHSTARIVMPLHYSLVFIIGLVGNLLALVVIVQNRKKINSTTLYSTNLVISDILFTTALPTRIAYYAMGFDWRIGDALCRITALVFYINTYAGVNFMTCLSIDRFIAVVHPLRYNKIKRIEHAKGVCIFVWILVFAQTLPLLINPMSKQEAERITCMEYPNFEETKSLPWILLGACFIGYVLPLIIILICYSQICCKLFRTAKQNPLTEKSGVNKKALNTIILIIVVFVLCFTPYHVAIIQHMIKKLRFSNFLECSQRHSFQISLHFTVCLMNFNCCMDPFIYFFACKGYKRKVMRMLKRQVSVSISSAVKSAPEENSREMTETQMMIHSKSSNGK
# An asterisk follows results filed as active; x = no result given; & = joins results of further samples.
SMILES,Gli-Sufu block,APJ agonist,CCR6 antagonist,CXCR6 block,ATG4B inh,UBC13 polyUb,APJ antagonist,EBI2 antag
CCc1nc2ccccc2c(C(=O)OCC(=O)Nc2ccc(S(=O)(=O)N3CCOCC3)cc2)c1C,29.6,-0.7,7.5,-10.6,-12.4,2.3,-2.4,14.0
Cc1c(OC(C)C(=O)O)ccc2c3c(c(=O)oc12)CCCC3 (stereo unspecified),4.9,-3.8,-1.5,-8.9,-7.5,1.9,-0.6,-3.0
Cc1ccc2nc3c(cc2c1)c(C)nn3-c1ccccc1,-8.6,-1.5,6.2,-8.4,-3.5,10.1,-0.8,9.1
CCOc1ccc(S(=O)(=O)NCCC(=O)NCCOc2ccccc2OC)cc1,-14.8,0.6,6.8,-2.0,5.9,-4.9,6.1,1.2
c1ccc(CSc2nc3ncccn3n2)cc1,-40.6,-5.2,5.4,2.9,1.5,10.1,15.9,-10.9
Cc1ccc(S(=O)(=O)/N=C2/NC(=O)/C(=C\c3cc(Br)cc(Br)c3O)S2)cc1,5.7,-9.0,8.3,-10.9,73.3*,-110.4,22.0,5.0
Cc1ccccc1OCC(=O)NNC(=O)c1ccoc1C,-12.9,-2.4,4.2,7.7,-0.3,3.4,-3.0,1.8
CCOC(=O)c1oc2ccccc2c1NC(=O)c1ccccc1OC,-8.3,-2.2,16.1,7.6,-2.9,9.4,11.4,7.0
O=C(N/N=C/c1cccs1)c1ccc2nc[nH]c2c1,-3.5,-0.1,9.5,-2.2,-9.0,-20.6,-14.0,6.8
NCCc1cnc[nH]1,2.3&2.7,4.7,-3.2&-0.5,-0.8&-2.0,-8.7&-0.5,-9.5,3.6,2.8&-12.3
Cc1ccc(C2=NN(C(=O)CN3CCN(C4CCS(=O)(=O)C4)CC3)C(c3ccco3)C2)cc1 (stereo unspecified),-2.3,-1.6,1.4,5.5,5.2,-15.0,3.7,-9.8
Cn1c(-c2ccc3c(c2)OCO3)cnc1N,-4.4,-1.3,15.4,5.2,2.5,1.1,1.8,-5.1
COc1ccc(C(NC(C)=O)c2cc(Cl)c3cccnc3c2O)cc1OC (stereo unspecified),20.6,-2.6,-1.5,-1.8,-10.3,-25.3,-11.8,12.8
COC(=O)c1ccc(C2C(C(=O)c3cc4ccccc4o3)=C(O)C(=O)N2CCN2CCOCC2)cc1 (stereo unspecified),0.1,0.7,-31.8,-4.0,-2.5,0.5,27.4,0.7
COc1ccccc1/C=C/C(=O)OCC(=O)NC1CCCCCC1,3.9,-2.1,6.5,-2.9,7.6,7.4,6.5,12.0
COc1ccc(CCNC(=O)CCS(=O)(=O)c2ccc3nc(C)sc3c2)cc1OC,-0.8,-0.5,9.4,4.6,-16.6,1.8,-1.5,-3.8
COC(=O)CSc1ncnc2c(C)csc12,3.2,1.5,-3.6,8.4,-7.5,-1.2,23.5,-8.8
Cc1ccc(C)c(NS(=O)(=O)c2cc(C(=O)NCCSC3CCCCC3)ccc2C)c1,3.7,-1.1,15.1,13.0,-9.8,4.3,5.0,17.9
O=C(c1ccc(Cl)cc1)N1CCCCC(Sc2nnc(-c3ccc4c(c3)OCO4)o2)C1=O (stereo unspecified),35.6,-1.0,-6.6,8.7,-14.1,2.2,-0.1,13.1
C=CCn1c(COc2cccc3ccc(C)nc23)nnc1SCC(=O)OC,-0.6,4.3,-2.0,-4.5,-7.9,1.4,2.5,11.0
Cc1ccc(S(=O)(=O)Nc2cccc3cccnc23)cc1,63.4*,-16.6,85.6*,70.0*,-0.4,-3.9,75.8*,29.7
O=C(Nc1ccc2c(c1)OCCO2)C1CCN(C(=O)c2ccc(Cl)cc2)CC1,4.8,0.4,11.7,-0.9,-1.4,7.9,-6.9,13.9
COc1cccc(/C=C(/C#N)c2ccc(F)cc2)c1OCc1cccc(C(=O)O)c1,-6.6,-2.6,7.1,-1.4,5.3,0.5,5.3,-4.0
O=C(NC1CCSc2ccccc21)c1cc(S(=O)(=O)N2CCOCC2)ccc1Cl (stereo unspecified),-0.1,-7.2,1.2,11.4,-2.4,-2.8,-38.9,-5.7
COc1cccc(C(c2sc3ncnn3c2O)N2CC(C)OC(C)C2)c1 (stereo unspecified),4.0,-0.9,-5.9,1.0,-2.5,-0.5,12.1,2.0
O=C(O)c1ccc(CSc2nnc(-c3ccco3)n2-c2ccccc2)cc1,3.8,-2.2,-1.5,2.9,2.0,4.5,0.7,3.2
CCOC(=O)c1ccc(NC(=O)c2nn(C)cc2Br)cc1,-50.0,5.8,2.7,-7.4,-2.7,-11.1,12.7,0.4
Cc1[nH]c2ccccc2c1C1=NNC(=Nc2ccc(F)cc2)SC1,0.2,1.8,6.1,-2.4,-20.9,-1.4,-11.3,23.4
CC(C)c1ccc(NC2CCCN(C(=O)c3cc(C(C)C)nc(N)n3)C2)cc1 (stereo unspecified),-0.6,1.1,12.1,3.2,75.2*,-1.4,6.2,-1.2
NC(=O)CSc1nnc(Cn2c(=O)sc3ccccc32)n1CCc1ccccc1,-17.2,-3.4,2.8,-4.1,5.0,-4.1,11.2,-5.5

# Laid out differently: three of the compounds above
mol	Gli-Sufu block	APJ agonist	CCR6 antagonist	CXCR6 block	ATG4B inh	UBC13 polyUb	APJ antagonist	EBI2 antag
CC(C)c1ccc(NC2CCCN(C(=O)c3cc(C(C)C)nc(N)n3)C2)cc1 (stereo unspecified)	-0.6	1.1	12.1	3.2	75.2*	-1.4	6.2	-1.2
O=C(O)c1ccc(CSc2nnc(-c3ccco3)n2-c2ccccc2)cc1	3.8	-2.2	-1.5	2.9	2.0	4.5	0.7	3.2
CCOC(=O)c1ccc(NC(=O)c2nn(C)cc2Br)cc1	-50.0	5.8	2.7	-7.4	-2.7	-11.1	12.7	0.4

# Further structures follow:
SMILES,Gli-Sufu block,APJ agonist,CCR6 antagonist,CXCR6 block,ATG4B inh,UBC13 polyUb,APJ antagonist,EBI2 antag
CN(C)C(CN1C(=O)C2CC=CCC2C1=O)c1cn(C)c2ccccc12 (stereo unspecified),-19.8,1.0,5.8,-2.7,-8.0,-9.7,-19.3,-5.6
CC(C)(C)C(=O)Nc1nnc(SCC(=O)NC2CC2)s1,-8.3,2.9,-1.5,7.5,-6.7,4.8,11.1,-4.8
CC(C)(C)Nc1nc2ccc([N+](=O)[O-])cc2o1,-8.7,0.5,2.3,10.4,8.5,-9.7,-19.5,13.6
CN(C)C(=O)COC(=O)c1ccc(S(=O)(=O)NCc2ccco2)cc1,5.2,-4.9,7.7,5.0,-2.9,-7.5,-25.5,-6.6
COc1ccc(NS(=O)(=O)c2ccc3oc(SCC(N)=O)nc3c2)cc1,-0.1,-1.3,-5.9,-17.6,5.2,8.6,-1.5,-1.8
CCCN1CCc2c(sc(NC(=O)Cc3ccc(F)cc3)c2C(N)=O)C1,23.6,-2.1,3.8,-1.6,-4.2,8.8,5.3,-4.1
COc1ccc(N2C3=C(C(=O)CC(C)(C)C3)C(c3cnn(C)c3)C3=C2CC(C)(C)CC3=O)cc1,-4.3,-6.9,-5.7,2.1,0.7,6.8,6.6,0.3
COc1ccc(S(=O)(=O)N2CCC(C(=O)N3CCN(C)CC3)CC2)cc1Cl,32.1,-0.7,7.4,3.0,5.0,-5.3,7.6,-3.5
CN(CC(=O)Nc1ccc(N2CCOCC2)cc1)C(=O)CCc1cc(C(C)(C)C)c(O)c(C(C)(C)C)c1,-11.5,10.8,-1.4,-5.0,0.6,2.2,3.3,3.6
Cc1ccc(C)c(N2CCN(C(=O)c3ccc(NC4=NC5CS(=O)(=O)CC5S4)cc3)CC2)c1 (stereo unspecified),-0.1,-1.5,-10.8,-4.6,-15.6,2.8,-0.4,-4.4
Cc1occc1-c1nnc(SCCCC(=O)c2ccc(F)cc2)n1C,-13.7,-2.0,-22.1,-2.5,10.4,0.2,-4.1,8.0
COc1ccc(C2CC(c3ccccc3)=NN2c2ccc(C(N)=O)cc2)cc1 (stereo unspecified),5.9,-0.5,8.9,4.2,2.3,12.3,2.5,-10.0
N#Cc1cc(C(=O)c2cc(Cl)ccc2O)cn(-c2ccccc2)c1=O,-3.5,4.4,-5.3,-7.2,0.0,5.5,-17.5,-11.5
Cc1nc2cc(OCc3cc(C(=O)NC(C)c4cn(C)nc4C)no3)ccc2s1 (stereo unspecified),0.3,11.0,-1.6,-12.6,-1.8,-12.0,-9.0,0.8
COC(=O)C1=C(C)N(C)C(C)=C(C(=O)OC)C1c1ccc(Cl)cc1,4.1,1.3,13.2,-0.5,1.2,2.2,20.9,8.1
Cc1cc(C(C)(C)C)c(O)c(C(C)(C)C)c1,-24.3,-5.1,9.9,8.6,-5.7,3.6,-1.9,-3.2
O=C(Nc1ccc(F)cc1F)c1ccc(COc2c(F)c(F)cc(F)c2F)o1,-19.5,3.7,6.9,2.7,-0.8,-8.7,13.4,2.3
Cc1ccc(S(=O)(=O)Nc2ccc3ccccc3c2[N+](=O)[O-])cc1,6.0,x,12.3,1.2,-10.9,x,x,7.2
CCCCCc1cc(=O)oc2c(C(CCN3CCCC3)c3cc(OC)c(OC)c(OC)c3)c(OC)cc(OC)c12 (stereo unspecified),11.5,1.3,3.6,-11.9,3.9,80.3*,19.1,-14.3
O=C(N/N=C/c1cc(Br)cc(Br)c1O)c1cccc(S(=O)(=O)N2CCOCC2)c1,-2.0,1.0,4.1,-2.3,0.9,-8.5,-8.5,2.1
CCOC(=O)c1cccc(NC(=O)/C(=C\c2ccccc2)NC(=O)c2ccccc2Cl)c1,6.1,-0.7,13.5,1.8,-5.0,-0.4,3.4,-11.3
Cc1ccsc1C(=O)Nc1nc2ccccc2[nH]1,-71.9,-2.9,19.5,9.2,-8.1,16.0,15.5,-0.7
COc1ccc(OC)c(Nc2ncnc3ccccc23)c1,-6.2,-0.6,0.4,-3.1,-9.9,-5.8,-9.9,-5.2
COc1ccc(C(=O)Nc2cc3c4c(c2)CC(=O)N4CCC3)cc1,-11.7,-6.1,12.1,-3.6,8.1,0.4,15.4,0.6
CCn1c(=N)n(CCO)c2ccccc21,3.0,0.8,-5.0,7.0,-2.8,1.6,8.8,0.9
COc1ccc(OC)c(C2C(C#N)=C(N)N(N(C)C)C3=C2C(=O)CCC3)c1 (stereo unspecified),-10.3,-0.5,5.6,0.8,3.6,-8.2,-16.3,-2.6
COc1cc(/C=N\Nc2nc3ccccc3o2)cc(OC)c1OC,-27.9,0.9,3.0,-6.8,-28.7,-10.1,-0.6,20.4
O=S1(=O)CC2NC(=S)N(c3cccc(Br)c3)C2C1 (stereo unspecified),1.9,-2.3,-5.7,1.5,-0.7,5.1,15.6,0.1
CC(C)(C)c1nnc(N/N=C/c2ccc(O)cc2)n(N)c1=O,4.0,1.3,-3.2,0.6,-5.2,-10.3,0.7,4.7
CCc1ccccc1N(C1=NCCCS1)S(=O)(=O)c1ccc(C(C)(C)C)cc1,15.7,-1.0,19.5,5.9,-1.3,4.6,6.2,-11.6
Cc1oc2c(CN3CCCCC3)c(O)ccc2c(=O)c1-c1ccc(Cl)cc1,21.4,-2.3,6.1,5.3,-2.0,12.6,19.8,-2.0
COc1ccc(C2(NC(C)=O)CCN(Cc3cccnc3)CC2)cc1,-18.8,-1.0,1.4,-3.7,-0.4,-3.8,-13.7,-5.4
Cc1nnc(-n2ncc(C#N)c2N)c2nn(-c3cccc(Cl)c3)c(C)c12,0.8,-1.7,1.8,4.7,-6.7,-6.5,8.7,-2.0
